# Screening results as filed in PubChem BioAssay.
# p97 inhibitor – human p97 ATPase inhibition | actives 0.42% (n = 220,000) | inhibition, % at 8 µM | recombinant p97 ATPase, Kinase-Glo ATP luminescence, 3 h | P55072; in the data active = inhibition above about 15%;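 note: 0% = DMSO vehicle and 100% = wells lacking enzyme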
# Runt-CBFb FRET – blocks binding of human RUNX1 Runt domain to CBFb. Cerulean-Runt/Venus-CBFb FRET ratio 530/480, 1 h. Q01196+Q13951. inhibition, % at 20 µM. actives 0.46% (n = 220,000);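 active = inhibition over about 50% at 20 µM in the single-dose screen, limit read from the data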;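 note: 0% = DMSO wells and 100% = excess unlabeled CBFb competitor control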
#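 Assay system: Cerulean-Runt domain fusion protein, energy donor; Signal: fluorescence energy transfer, 422 nm excitation, 530/480 nm emission; Timing: 1 h compound exposure, room temperature; Control set: unlabeled CBFb; Medium: Tris buffer pH 7.5 with salts and BSA; Compound: single test concentration of 20 µM, 1% DMSO final; Probe or stimulus: Venus-CBFb 100 nM.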
# EBV gp42 block – EBV gp42 inhibition | actives 0.42% (n = 220,000) | Q1HVG2 | Fluorescence polarization binding assay, mP read-out | inhibition, % (tested at 21.74 µM); in the data active = inhibition above about 50%
# Target sequence (Q1HVG2 whole entry, looked up): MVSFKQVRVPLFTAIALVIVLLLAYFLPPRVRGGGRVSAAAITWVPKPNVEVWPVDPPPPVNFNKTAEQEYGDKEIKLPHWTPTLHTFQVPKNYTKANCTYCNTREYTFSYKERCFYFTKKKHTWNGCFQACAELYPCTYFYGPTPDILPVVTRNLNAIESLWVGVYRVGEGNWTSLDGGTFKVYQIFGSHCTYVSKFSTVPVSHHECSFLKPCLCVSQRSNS
# RBBP9 inh – inhibitors of human serine hydrolase RBBP9; AID 1515; O75884; recombinant RBBP9, FP-Rh probe fluorescence polarization; inhibition, % at 7.94 µM; actives 0.2% (n = 220,000);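 active = inhibition above the campaign mean of all tested compounds plus 3 SD, cut at about 14% in these data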;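 note: plate controls were DMSO wells with RBBP9 for no effect and wells lacking RBBP9 protein for full effect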
# Target sequence (O75884 whole entry, looked up): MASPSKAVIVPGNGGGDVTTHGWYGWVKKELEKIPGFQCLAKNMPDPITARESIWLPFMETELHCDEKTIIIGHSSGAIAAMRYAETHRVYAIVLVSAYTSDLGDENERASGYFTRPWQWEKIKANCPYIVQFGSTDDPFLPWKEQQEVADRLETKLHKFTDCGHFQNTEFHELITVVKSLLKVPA
#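 Controls: DMSO-treated enzyme wells and wells lacking RBBP9 | Material: RBBP9 protein | Technique: Fluorescence polarization | Replication: Single well per compound, no replicates | Buffer or medium: Tris-NaCl-Pluronic buffer, pH 8.0 | Timing: 30 min compound preincubation, 45 min probe labeling, 25 °C | Read-out basis: Percent inhibition from mP, scaled between DMSO and no-protein wells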
# TbHK1 inh – blocks Trypanosoma brucei hexokinase 1 activity. recombinant TbHK1, G6PDH-coupled NADH A340. inhibition, % at 10 µM. actives 0.11% (n = 220,000);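 active = inhibition of 50% or more in the single-dose primary screen; inactive = inhibition below 50%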
# m-calpain inh – calpain II (pig) inhibition. actives 0.37% (n = 220,000). inhibition, % at 16 µM. purified calpain II, fluorogenic peptide substrate, 30 min;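 active = inhibition above about 50%, limit read from the data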
# NCF1 inh – inhibitors of human p47phox binding | P14598 | p47phox/p22phox peptide binding, fluorescence polarization, 2 h | inhibition, % at 24.7 µM | actives 0.53% (n = 220,000);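 active = inhibition above about 30%, limit read from the data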;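 note: 0% = p47phox with labelled peptide and 100% = labelled peptide alone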
# Target sequence (P14598 whole entry, looked up): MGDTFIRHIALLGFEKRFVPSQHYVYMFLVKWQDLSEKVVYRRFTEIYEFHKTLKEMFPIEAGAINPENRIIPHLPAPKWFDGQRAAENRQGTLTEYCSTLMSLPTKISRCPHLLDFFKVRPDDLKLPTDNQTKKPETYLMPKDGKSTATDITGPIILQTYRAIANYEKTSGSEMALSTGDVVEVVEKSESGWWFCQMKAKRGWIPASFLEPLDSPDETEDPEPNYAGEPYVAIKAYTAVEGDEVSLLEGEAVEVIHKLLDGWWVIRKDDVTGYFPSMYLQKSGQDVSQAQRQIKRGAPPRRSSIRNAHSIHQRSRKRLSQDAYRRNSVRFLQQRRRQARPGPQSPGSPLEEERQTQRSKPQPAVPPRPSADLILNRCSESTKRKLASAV
# Furin inh – blocks human furin protease activity. P09958. purified furin, fluorogenic substrate cleavage. inhibition, % at 30 µM. actives 0.061% (n = 220,000). AID 463115; in the data active = inhibition above about 25%; note: inactives centre near -15
# Runt-SMMHC FRET – blocks binding of human RUNX1 Runt domain to CBFb-SMMHC | Cerulean-Runt/Venus-CBFb-SMMHC FRET ratio 530/480, 1 h | inhibition, % at 20 µM | actives 0.74% (n = 220,000) | AID 1434;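 active = mean inhibition across duplicate retests at 20 µM reaching about 50%, limit read from the data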;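 note: 0% = DMSO wells and 100% = wells with excess untagged CBFb-SMMHC; inhibitors lower the FRET ratio by blocking Runt binding to CBFb-SMMHC; some results filed as inactive read as strong as hits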
# * hit, by the source's call; i = inactive; / = not tested or not shown; [ ] = remark or other dose.
# Every second line gives: p97 inhibitor	Runt-CBFb FRET	EBV gp42 block	RBBP9 inh	TbHK1 inh	m-calpain inh	NCF1 inh	Furin inh	Runt-SMMHC FRET
CC(=O)N1CCN(CC(=O)Nc2ccccc2Sc2ccccc2)CC1
  -6	1	1	-13	30	10	-28	0	2
CCCC(=O)Nc1ccc(Cl)c(NC(=S)NC(=O)c2ccco2)c1
  1	0	-7	-6	-6	1	-10	-17	2
O=C(O/N=C(\c1ccccc1)c1ccccn1)c1cccc2ccccc12
  1	-3	-7	-10	16	7	-20	-13	4
Cc1nn(-c2ccccc2)c2sc(-c3nnc(SCC(=O)O)o3)cc12
  4	2	-22	8	-37	i	-16	-21[20 µM]	-5
Cc1nn(Cc2ccc(F)cc2)c(C)c1NC(=O)c1cccnc1Cl
  -1	-1	-15	13	-2	7	2	-21	4
CC(C)(C)CC(C)(C)NC(=O)/C=C/C(=O)O
  -6	0	-5	1	7	5	-1	-9	-3
COC(=O)c1ccccc1NC(=O)CN1CCC(C(=O)c2ccc3c(c2)OCCO3)CC1
  -2	-3	-13	-13	-15	-11	-33	-27	1
C/C(=C/C#N)Nc1ccc(C)cc1
  5	14	-2	2	5	-22	-3	-18	0
CCCOc1ccc(/C=C/C(=O)Nc2ccc([N+](=O)[O-])cc2C)cc1OC
  4	0	-5	4	-19	-5	-11	-16	-6
COc1ccc(C/C(N)=N/OC(=O)C(c2ccccc2)c2ccccc2)cc1OC
  -6	-4	-6	-3	-3	-21	-10	-7	-1
Cc1ccc(C(C)C)cc1OCCCCN1CCCC1
  0	-1	-13	-7	17	-6	-14	-5	-6
Oc1ccc2ccccc2c1/C=N/Nc1ccccc1
  5	8	13	-5	3	-29	-2	-16	10
COc1ccc2c(c1)C1CC(C)(NC(=O)C1S(=O)(=O)c1ccc(F)cc1)O2 (stereo not drawn)
  4	2	-12	3	4	-9	-18	-5	-4
COc1ccc(-c2csc(-c3ccc(C(=O)O)cc3)n2)cc1
  0	-1	-7	-1	-13	-149	0	-14	-2
COc1ccc(-c2n[nH]c(C)c2-c2cnn(-c3ccccc3)c2)c(O)c1C
  -2	-1	-5	2	-4	8	-16	-19[20 µM]	4
O=C(O)c1ccc(/C=N/O)cc1
  7	-1	-15	-3	0	2	15	-19	-3
CCn1c(Cc2ccccc2)nnc1SCC(=O)Nc1nc(C)cs1
  2	-1	-14	-2	6	6	6	-21[20 µM]	-5
COc1ccc(Cl)cc1-c1nc(-c2ccc(Br)o2)no1
  -3	2	-1	-1	0	-9	-13	-11	3
Cc1nnc(NC(=O)CSc2nnc(CCc3nc4ccccc4[nH]3)n2C)s1
  1	-3	3	-2	38	5	4	-12	-6
CCc1nnc(NC(=O)c2sc3nc(C)cc(COC)c3c2N)s1
  6	-15	-19	-9	-12	-108	-5	-23	-8
CC(C)c1ccc[n+](-c2nc([O-])sc2C=O)c1
  8	1	-7	10	-21	-11	-4	-11	-3
O=C(c1ccccc1)c1c2c(cc3sc4ccccc4[n+]13)-c1cccc3cccc-2c13
  -3	-56	32	-11	31	-8	1	16	-104
CCOC(=O)c1cnc(N)nc1C(F)(F)F
  7	0	-6	-2	-7	15	7	-16	-1
CCN(CC)c1ccc(NC(=O)CN2CCN(c3ccccc3F)CC2)cc1
  -2	3	-19	-3	-2	5	-16	-24	2
Cc1cc(=O)[nH]c(SCC(=O)N2CCN(S(=O)(=O)c3ccccc3)C2)n1
  1	-2	-7	-5	0	-16	-1	-15	-7
O=C(CN1c2cccc3cccc(c23)S1(=O)=O)Nc1ccccc1
  4	2	-1	-4	1	-102	-21	-26	3
O=C(c1cc2ccccc2s1)N1CCOCC1
  9	-1	-7	0	-3	2	7	-13	-10
Nc1ccc(-c2cnc[nH]2)cc1[N+](=O)[O-]
  7	1	-3	-8	0	-11	-4	-13	-2
Cc1cc2nc(-c3ccc(NC(=O)C(C)C)cc3)oc2cc1C
  -2	0	-9	-8	5	-108	15	-13[20 µM]	5
O=C(CSCCO)Nc1ccccc1
  3	2	-14	-3	-3	-11	-11	-15[20 µM]	-2
CCCNC(=O)c1ccc(SC)cc1OC
  2	1	-12	-7	-4	-3	-1	-25	-3
CCOC(=O)Cn1c(=O)c2c(nc(N3CCOCC3)n2C)n(C)c1=O
  2	2	-15	2	26	-24	-9	-7[20 µM]	-6
N/C(=N\OC(=O)/C=C/c1ccccc1)c1ccccn1
  -5	1	-1	-7	-3	11	-3	-19	0
Nc1nc2nccc(-c3cccnc3)n2n1
  3	2	-2	-5	-11	-319	-1	-19	0
COC(=O)c1c(N)c(C#N)c(C)n1-c1ccccc1
  0	1	-9	-3	-10	-15	6	-27	2
Cc1c(N=C2C=C(Br)C(=O)C(Br)=C2)c(=O)n(-c2ccccc2)n1C
  27*	17	15	7	2	-86	-6	-23	13
Cc1nn(Cc2ccc(C(=O)Nc3ccccc3C(F)(F)F)o2)c(C)c1Br
  -2	-5	3	8	-3	-10	-6	-13[20 µM]	-4
Cc1cc(C)c[n+](CC(=O)c2ccc(NC(=O)c3ccccc3)cc2)c1
  4	1	-3	1	2	-11	-2	-18	2
O=C(NNC(=O)c1nn(-c2ccc(F)cc2)ccc1=O)c1ccc(C(F)(F)F)cc1
  5	3	-9	4	-10	-8	8	-27	-1
Cc1cc(/C=C(\C#N)C(=O)Nc2ccccc2F)c(C)[nH]1
  5	2	-1	6	-1	-67	-28	-20	-4
O=C(NCc1ccco1)c1ccccc1NS(=O)(=O)c1ccc2c(c1)OCCO2
  3	1	-5	-4	-1	-81	3	-18[20 µM]	2
CCS(=O)(=O)N1CCC(C(=O)NCc2ccc(OC)cc2OC)CC1
  -3	-1	-4	-3	-8	-74	-3	-22	4
O=C(CSc1nc2ccccc2[nH]1)NCCCn1ccnc1
  -1	0	-20	-8	3	-19	-9	-6	0
CCOC(=O)N1CCC(N(CCN(C)C)C(=S)Nc2cccc(OC)c2)CC1
  -1	0	-11	-6	0	-1	-15	-9	-5
COc1cc(S(=O)(=O)Nc2cccnc2)ccc1F
  5	1	-19	12	2	-16	9	-17[20 µM]	2
Cc1ccc(S(=O)(=O)/N=C(\c2ccc(F)cc2)n2c(C)nc3ccccc32)cc1
  4	/	-5	-8	1	25	12	5	-2
Cc1ccc(/C=N/NC(=O)c2cccc([N+](=O)[O-])c2)o1
  -6	4	9	-13	-36	24	1	-6	2
Cc1ccc2c(c1)N(C(=O)CSc1nncn1C)C(C)(C)c1ssc(=S)c1-2
  -2	5	14	-4	-13	-58	0	0	-2
CC(C)(C)OC(=O)NCCCCCc1nnc(SCC(N)=O)o1
  -2	-2	-4	-7	6	-13	-7	-11	0
O=C(CSc1nc2ccccc2c(=O)n1NC(=O)Cc1ccccc1)NCc1ccco1
  6	-1	-30	4	5	6	3	-24	-5
CC(=O)Nc1ccc(C(=O)CSc2nc3ccccc3n2CC(=O)N2CCCC2)cc1
  4	6	-10	-8	-5	-10	-7	-20	4
O=C(COC(=O)c1nc(Cl)ccc1Cl)Nc1ccc2c(c1)OCO2
  6	1	-8	-9	2	-30	-7	-24	1
CCN(CC)c1ccc(/C=N/NS(=O)(=O)c2cccc([N+](=O)[O-])c2)cc1
  -2	2	0	8	-10	3	1	-1	-4
COc1ccc(-c2cc(C(F)F)n3ncc(C(=O)N4CCN(C)CC4)c3n2)cc1
  -2	-1	-4	-8	-22	-395	-5	-8[20 µM]	11
COC(=O)c1[nH]c(=O)c2ccccc2c1OCc1ccccc1
  10	0	-16	-5	54*	7	-35	-5	4
CCOC(=O)c1cc2c(s1)-c1c(C)cccc1OC2
  -3	2	-2	-8	-24	-469	8	-35	2
C/C(=N\N=C1/NC(=O)C(C)S1)c1ccco1 (stereo not drawn)
  1	1	-3	-5	-28	9	0	-6	-4
CCn1c(=O)c([N+](=O)[O-])c(NCCCn2ccnc2)c2ccccc21
  -4	4	-1	-12	-1	-2	0	-7	-4
Cc1ccc(C)c(OCC(=O)Nc2cc(C(=O)O)cc(C(=O)O)c2)c1
  4	-1	-20	2	-3	22	13	-23	0
Cc1ccc2nc(SCc3nc4c(cnn4-c4ccccc4)c(=O)[nH]3)[nH]c2c1
  -1	-1	-17	-11	1	23	-8	-7[20 µM]	-2
Fc1ccc(-c2cc(C(F)(F)F)nc(NCc3cccs3)n2)cc1
  -2	-4	-6	-8	-2	-12	-19	-21	2
COc1ccc(N2C(=O)CC(NNc3nc4ccccc4s3)C2=O)cc1 (stereo not drawn)
  4	1	-11	-3	-12	3	-5	-16	1

# Structural class, the compounds so far with an NH in an aromatic ring (8)
# Every second line gives: p97 inhibitor	Runt-CBFb FRET	EBV gp42 block	RBBP9 inh	TbHK1 inh	m-calpain inh	NCF1 inh	Furin inh	Runt-SMMHC FRET
COc1ccc(-c2n[nH]c(C)c2-c2cnn(-c3ccccc3)c2)c(O)c1C
  -2	-1	-5	2	-4	8	-16	-19[20 µM]	4
Cc1nnc(NC(=O)CSc2nnc(CCc3nc4ccccc4[nH]3)n2C)s1
  1	-3	3	-2	38	5	4	-12	-6
Cc1cc(=O)[nH]c(SCC(=O)N2CCN(S(=O)(=O)c3ccccc3)C2)n1
  1	-2	-7	-5	0	-16	-1	-15	-7
Nc1ccc(-c2cnc[nH]2)cc1[N+](=O)[O-]
  7	1	-3	-8	0	-11	-4	-13	-2
Cc1cc(/C=C(\C#N)C(=O)Nc2ccccc2F)c(C)[nH]1
  5	2	-1	6	-1	-67	-28	-20	-4
O=C(CSc1nc2ccccc2[nH]1)NCCCn1ccnc1
  -1	0	-20	-8	3	-19	-9	-6	0
COC(=O)c1[nH]c(=O)c2ccccc2c1OCc1ccccc1
  10	0	-16	-5	54*	7	-35	-5	4
Cc1ccc2nc(SCc3nc4c(cnn4-c4ccccc4)c(=O)[nH]3)[nH]c2c1
  -1	-1	-17	-11	1	23	-8	-7[20 µM]	-2
